Sm TGR inh: inhibitors of Schistosoma mansoni thioredoxin glutathione reductase | Q962Y6 | 360,000 compounds, 3% hits | purified TGR, DTNB reduction, TNB absorbance 405 nm | Potency, µM (top dose mostly 114 µM), inactives show top-dose activity change, negative = inhibition, usual class: inhibitors | AID 485364; active = well fitted inhibition curve with a large enough effect; inconclusive = small, poorly fitted or top-dose-only effect; inactive = no such curve, though single readings can be large or run the other way; note: nearly all actives have a fitted effect of over 60% in size
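First, TGR (20 nM dispensed) and NADPH were mixed with compound. Second, a 15 min room-temperature incubation followed. Third, further NADPH and then DTNB were added to start the reaction. Finally, TNB absorbance was monitored kinetically.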
* hit, by the source's call; ? = inconclusive. % is set by controls: 0 for no effect and ±100 for the full control effect; potency is the fitted concentration of half-maximal effect. The list is partial; rates above refer to the full screens.

SMILES | Sm TGR inh
CC(C)COc1ccc(C(=O)N2CCCCC2CCN2CCOCC2)cc1 (stereo unspecified) | -0.9%
CCc1ccccc1N1CC(c2nc3ccccc3n2CCCCOc2ccccc2)CC1=O (stereo unspecified) | 5.9%
CCc1ccc(S(=O)(=O)Nc2ccc3c(c2)sc(=O)n3C)cc1 | 4.7%
Cc1ccc(-n2nc(CO)c(C(=O)NCc3cccnc3)n2)cc1C | -0.5%
Cc1ccc(NC(=O)Cn2cc(C(=O)C3CC3)c3ccccc32)cc1C | 2.1%
COc1ccc(Nc2oc(-c3ccc(COc4ccc(OC)cc4)o3)nc2C#N)cc1 | -4.4%
CCCCOc1ccc(C2=NC(c3ccncc3)=Nc3ccc(OCC)cc3N2)cc1 | -3.8%
Cc1ccc(NC(=O)CCS(=O)(=O)c2ccc3nc(C)sc3c2)c(C)c1 | 21.5%
COc1ccc(OC)c(CNC(=O)c2ccc3nc(C(C)C)oc3c2)c1 | -5.3%
O=C(NCc1ccccc1Cl)c1ccc(Cn2c(SCc3ccccc3)nc3cccnc32)cc1 | -0.6%
CC(Sc1nnc2ccc3ccccc3n12)C(=O)Nc1ccc(Cl)cc1 (stereo unspecified) | 2.5%
Cc1cccc(NS(=O)(=O)c2ccc3c(c2)OCC(C(=O)N2CCCC2)O3)c1C (stereo unspecified) | 0.7%
O=C(CS(=O)(=O)c1cccc2nsnc12)Nc1ccccc1Cl | -2.0%
Cn1c(=O)c(=O)n(C)c2cc(NS(=O)(=O)c3ccc(Br)cc3)c(Cl)cc21 | 3.3%
Cc1cc(C)cc(-n2ccnc(NCc3ccc(F)cc3)c2=O)c1 | 1.5%
CCOCCCNC(=O)Cn1nc(CC)n2c(cc3c(OC)cccc32)c1=O | 7.0%
CCOC(=O)C1CCN(c2csc3ccc(C)cc3c2=O)CC1 | -5.6%
CC(C)CCNC(=O)c1ccc(Cn2c(SCC(N)=O)nc3ccccc3c2=O)cc1 | 1.8%
COc1cc2c(=O)c(S(=O)(=O)c3ccc(C)cc3)cn(Cc3cccc(C)c3)c2cc1OC | 2.2%
COc1cc(NC(=O)Cn2ccc3ccccc3c2=O)cc(OC)c1OC | 5.8%
CCN(Cc1ccccc1)S(=O)(=O)c1cc(Br)cc2c1N(C(=O)C1CC1)CC2 | 4.3%
COc1ccc(CNC(=O)CCCn2c(=O)c3cccn3c3ccc(F)cc32)cc1OC | -22.3%
Cc1cccc(OCC(=O)Nc2ccccc2OCc2cc(=O)n3ccccc3n2)c1 | 6.8%
CCOc1ccc(CCNC(=O)c2ccc3c(c2)N(Cc2ccccc2F)C(=O)c2ccccc2S3=O)cc1OCC (stereo unspecified) | 2.9%
COc1ccc(N2CC(NC(=O)Cc3cccs3)CC2=O)cc1 (stereo unspecified) | 0.6%
COc1ccc(NC(=O)CSc2nc(-c3ccco3)nc3cc(=O)[nH]n23)cc1 | 10µM*
CCOC(=O)C(CC)Sc1ccc2nnc(CCNS(=O)(=O)c3ccc(C)cc3)n2n1 (stereo unspecified) | 4.0%
CC(=O)N1c2ccccc2C(=O)C1N1CCN(c2cccc(Cl)c2)CC1 (stereo unspecified) | 4.1%
Cc1ccc(C(=O)CC2(O)C(=O)N(Cc3ccccc3)c3ccccc32)c(C)c1 (stereo unspecified) | -2.9%
Cc1cc(NC(=O)CCc2nc3cccnc3n2Cc2cccs2)ccc1Br | -10.3%
Cc1ccccc1NC(=O)c1sc2nc3c(cc2c1N)CN(Cc1ccccc1)CC3 | 79.4µM*
Cc1cc(C)cc(NC(=O)CN2C(=O)COc3ccc(S(=O)(=O)Nc4ccccc4)cc32)c1 | 0.6%
CC1CCc2c(sc(NC(=O)c3cc(-c4ccc(F)cc4)on3)c2C(N)=O)C1 (stereo unspecified) | 0.0%
Cc1ccc(C)c(NC(=O)Cn2c(=O)n(CCC(=O)NCc3ccc4c(c3)OCO4)c(=O)c3ccccc32)c1 | 11.8%
O=C(CC1N=C2c3ccccc3N=C(SCc3ccccc3F)N2C1=O)NCCc1ccccc1 (stereo unspecified) | 19.7%
COc1ccc2oc(=O)c(C(=O)NCCc3c(C)[nH]c4ccc(C)cc34)cc2c1 | -11.5%
COC(=O)c1ccccc1NC(=O)Cc1noc2ccc(C)cc12 | 2.4%
CCOC(=O)c1cc(S(=O)(=O)N2CCN(c3ccc(C(C)=O)cc3)CC2)[nH]n1 | -0.6%
Cc1cc(=O)[nH]c2nnc(SCc3ccc(C(F)(F)F)cc3)n12 | 7.7%
CCCOC(=O)c1c(NC(=O)C(C)Sc2nc(-c3ccccc3)cc(C(F)(F)F)n2)sc(C(=O)N(C)C)c1C (stereo unspecified) | 5.5%
Cc1ccc(Cl)cc1NC(=O)c1ccc2snnc2c1 | 1.3%
COC(=O)c1c(-c2ccc(Cl)cc2)noc1N1CCN(c2ccccc2F)CC1 | 1.3%
COc1ccc(N2CCN(C(=O)C3CCN(S(=O)(=O)c4cccc5nonc45)CC3)CC2)cc1 | -11.7%
Cc1ccc(CNC(=O)c2cc3sccc3n2Cc2ccc(Cl)cc2)cc1 | 2.2%
Cc1cccc(OCc2nc(CC(=O)Nc3ccc(C)c(C)c3)cs2)c1 | 1.5%
O=C(c1ccccc1Cl)N1CCC(c2nc3ccccc3s2)CC1 | 3.6%
CCc1nnc2c(NCc3ccccc3OC)nc3ccccc3n12 | 6.4%
O=C(Nc1ccccc1)C(Cc1ccccc1)N1Cc2ccccc2C1=O (stereo unspecified) | -1.7%
Cc1ccc(Cl)cc1N(C)C(=O)Cn1nc(Cc2cccnc2)c2ccccc2c1=O | -12.0%
CCOC(=O)c1c(NC(=O)c2cc(OCC)c(OCC)c(OCC)c2)sc2c1CCCCC2 | 7.1%
CCCC(=O)Nc1nnc(S(=O)(=O)N(C)Cc2ccc(Cl)cc2)s1 | 8.6%
CCCCn1c(CN2CCN(c3ccc(OC)cc3)CC2)nc2c1c(=O)[nH]c(=O)n2C | 10.4%
Cc1c(C(=O)N2CCC(c3nc4ccccc4s3)CC2)oc2cc(Br)ccc12 | -1.4%
CCN1CCc2c(sc(-n3cccc3)c2C(C)NC(=O)Nc2ccccc2C)C1 (stereo unspecified) | -34.7%
CCOC(=O)c1ccc(NC(=O)c2cnc3c(-c4ccc(F)cc4)c(C)nn3c2C)cc1 | -0.9%
CC(Oc1ccccc1)C(=O)Nc1ccccc1C(=O)OCc1cc(=O)n2nc(C(C)C)sc2n1 (stereo unspecified) | 6.3%
CCOC(=O)Cc1c(C)nc2c(-c3ccc(OC)c(OC)c3)c(C)nn2c1C | -2.3%
COc1ccc(-n2c(=O)c3c4c(sc3n(Cc3ccccc3)c2=O)CN(C(C)=O)CC4)cc1OC | -4.8%
Cc1cc(C)c(S(=O)(=O)Nc2ccc(-c3ccc(N4CCCCC4)nn3)cc2)cc1C | 3.1%
Cn1c(=O)c2c(-c3ccccc3Br)n(Cc3ccccc3)cc2n(C)c1=O | 4.8%

Further structures
SMILES | Sm TGR inh
CCC1CCCCN1CCCNC(=O)c1ccc2c(c1)N(Cc1ccc(Cl)cc1)C(=O)c1ccccc1S2(=O)=O (stereo unspecified) | 4.5%
CNC(=O)C1CCN(c2nc3ccccc3nc2C(F)(F)F)CC1 | -1.0%
COc1ccc(-c2cc(C(C)=O)c(C)n2CCC(=O)NCc2ccc(F)cc2)cc1 | 0.0%
COc1ccc(C(=O)Nc2c(C(=O)c3ccccc3)oc3ccccc23)cc1 | 2.5%
Cc1ccc(-n2ncc3c(NCC(C)C)ncnc32)c(C)c1 | -2.2%
COCCCN1CN=C(NS(=O)(=O)c2ccc(NC(C)=O)cc2)NC1 | 1.8%
CCC(C(=O)Nc1ccc(C(C)C)cc1)n1nc(C)n2c(cc3cc(C)ccc32)c1=O (stereo unspecified) | -3.9%
CC(C)c1ccc(C2N=C(N)Nc3nc4ccccc4n32)cc1 (stereo unspecified) | 7.1%
CCCn1c2ccccc2c2cnn(CC(=O)NCc3ccccc3Cl)c(=O)c21 | -0.8%
CCc1ccc(NC(=O)C2CCCN(S(=O)(=O)c3c(C)noc3/C=C/N(C)C)C2)cc1 (stereo unspecified) | 0.0%
Cc1ccc(-c2nnc(SCc3ccccc3C)o2)cc1 | -5.4%
COc1ccccc1NC(=O)Cn1c(=O)n(CCc2ccccc2)c(=O)c2sc3ccccc3c21 | -2.6%
COc1ccc(C2=NN(CC(=O)NCCc3ccc(OC)c(OC)c3)C(=O)CC2)cc1 | 5.9%
O=C(Nc1ccc(Br)cc1)c1ccc(Br)c(S(=O)(=O)NCc2ccccc2)c1 | 2.0%
CN(Cc1ccccc1)C(=O)Cn1c(=O)c2cccn2c2ccc(F)cc21 | 12.2%
Cc1ccc(CNC(=O)C(=O)NCC(c2ccco2)S(=O)(=O)c2ccccc2)cc1 (stereo unspecified) | -12.4%
COc1cc2ccccc2cc1C(=O)Nc1cc(-c2nc3ccccc3o2)ccc1C | 0.8%
CC(=O)c1ccc(N2CCN(C(=O)C3CCN(S(=O)(=O)c4c(C)noc4/C=C/c4ccccc4F)CC3)CC2)cc1 | -6.5%
CCCCNC(=O)C1CCC(Cn2c(=O)c3sccc3n(CC(=O)Nc3ccccc3)c2=O)CC1 (stereo unspecified) | -0.1%
CCOc1ccc(CN2CCc3nc(Nc4ccc5c(c4)OCCO5)ncc3C2)cc1 | 7.7%

Of the compounds above, these have a thiophene ring, fused or not:
SMILES | Sm TGR inh
COc1ccc(N2CC(NC(=O)Cc3cccs3)CC2=O)cc1 (stereo unspecified) | 0.6%
Cc1cc(NC(=O)CCc2nc3cccnc3n2Cc2cccs2)ccc1Br | -10.3%
Cc1ccccc1NC(=O)c1sc2nc3c(cc2c1N)CN(Cc1ccccc1)CC3 | 79.4µM*
CC1CCc2c(sc(NC(=O)c3cc(-c4ccc(F)cc4)on3)c2C(N)=O)C1 (stereo unspecified) | 0.0%
CCCOC(=O)c1c(NC(=O)C(C)Sc2nc(-c3ccccc3)cc(C(F)(F)F)n2)sc(C(=O)N(C)C)c1C (stereo unspecified) | 5.5%
Cc1ccc(CNC(=O)c2cc3sccc3n2Cc2ccc(Cl)cc2)cc1 | 2.2%
CCOC(=O)c1c(NC(=O)c2cc(OCC)c(OCC)c(OCC)c2)sc2c1CCCCC2 | 7.1%
CCN1CCc2c(sc(-n3cccc3)c2C(C)NC(=O)Nc2ccccc2C)C1 (stereo unspecified) | -34.7%
COc1ccc(-n2c(=O)c3c4c(sc3n(Cc3ccccc3)c2=O)CN(C(C)=O)CC4)cc1OC | -4.8%
COc1ccccc1NC(=O)Cn1c(=O)n(CCc2ccccc2)c(=O)c2sc3ccccc3c21 | -2.6%
CCCCNC(=O)C1CCC(Cn2c(=O)c3sccc3n(CC(=O)Nc3ccccc3)c2=O)CC1 (stereo unspecified) | -0.1%

Going on with the list.
SMILES | Sm TGR inh
Cc1ccc(Cn2c(C(=O)Nc3ccc(Cl)cc3)cc3sccc32)cc1 | 0.3%
COc1ccc(OC)c(NC(=O)c2oc(=O)c3ccccc3c2-c2ccccc2)c1 | ?
Cc1ccc(S(=O)(=O)c2nnn3c2nc(N2CCCC2)c2sccc23)cc1 | -0.3%
COc1ccc(NS(=O)(=O)c2ccc3[nH]c(=O)ccc3c2)cc1OC | 10.8%
COc1ccc(CCNC(=O)c2c(C)nn(-c3ccc(F)cc3)c2-n2cccc2)cc1OC | 4.4%
Cc1cc(C)c(NC(=O)Cn2c(=O)nc(-c3ccccc3)c3cc(Cl)ccc32)c(C)c1 | -1.0%
Cc1cc(C)cc(OCC(=O)N2CCC(c3nc4ccccc4s3)CC2)c1 | -0.1%
CCC(=O)N1c2ccc(S(=O)(=O)N3CCCCCC3)cc2CC1C (stereo unspecified) | -6.0%
O=S(=O)(c1ccccc1)c1nc(-c2ccccc2F)oc1N1CCOCC1 | -12.1%
CC(NC(=O)c1ccc2c(c1)CCN2S(=O)(=O)c1ccccc1)c1ccccc1 (stereo unspecified) | 0.8%
CCCc1cc(N2CCN(c3cccc(C)c3C)CC2)n2cnnc2n1 | -8.1%
Cc1ccc(OCc2nc(-c3ccc(C(=O)NCCc4ccc(S(N)(=O)=O)cc4)cc3)oc2C)cc1 | 11.7%
Cn1cnc(S(=O)(=O)N2CCCC(C(=O)Nc3cccc(C#N)c3)C2)c1 (stereo unspecified) | 9.5%
COc1ccccc1NC(=O)CSc1nc2nccnc2c(=O)n1CCc1c[nH]c2ccccc12 | -7.9%
CC(=O)N1CCc2c(sc3c2c(=O)n(-c2ccccc2)c(=O)n3CC(=O)Nc2cccc(C)c2)C1 | -0.2%
Cc1ccccc1Cn1cccc(C(=O)Nc2cc(Cl)ccc2C#N)c1=O | 2.7%
Cc1ccc2nc(NC(=O)c3cccn(Cc4ccc(Cl)cc4)c3=O)sc2c1 | 11.2%
CC(C)c1ccc(S(=O)(=O)c2nnn3c2nc(N2CCN(C)CC2)c2sccc23)cc1 | -4.4%
O=C(NCCc1ccccc1)c1ccc2nc(CCc3ccccc3)oc2c1 | -1.5%
COc1ccc(-c2coc3c2c(C)cc2oc(=O)c(CC(=O)O)c(C)c23)cc1 | 8.5%
Cc1ccc2c(=O)cc(C(=O)Nc3ccc(S(=O)(=O)N4CCCCCC4)cc3)oc2c1C | -0.1%
O=C(CSc1nc2c([nH]c3ccccc32)c(=O)n1-c1ccc(F)cc1)N1CCCCC1 | -15.4%
COc1ccccc1N1CCN(C(=O)c2cc3c(-c4ccccc4F)nn(C)c3s2)CC1 | 13.2%
COc1cccc(-c2csc(-c3c(N)c(C(=O)c4ccccc4)n4ccccc34)n2)c1 | 2.5%
CCCN(CCC)C(=O)Cn1c(=O)n(-c2cccc(OC)c2)c(=O)c2c(C)c(C(=O)N(C)C)sc21 | 5.7%
O=C(c1ccccc1F)N1CCC(c2nc3c(nnn3Cc3cccc(F)c3)c(=O)[nH]2)CC1 | 5.5%

Screening results as filed in PubChem BioAssay.
